# RNase H inhibition = RNase H inhibition, HIV 1 Gag Pol polyprotein, FRET biochemical assay, screening (AID 372); HIV-1 RT RNase H, FRET RNA/DNA substrate fluorescence; higher % means a stronger effect; inhibition, % at 10 µM; hits with a dose series show IC50 in µM; actives 0.77% (n = 100,000); in the data active = inhibition above about 50%
# Numbers without * were called inactive. These rows are one share of the data. The share of hits here may be higher or lower than overall.
molecule | RNase H inhibition
Cc1cc(/C=C2/C(=O)NC(=O)N(c3ccccc3)C2=O)c(C)n1-c1ccc([N+](=O)[O-])cc1 | 24.0%
Cc1cc(C)c2nc3s/c(=C\c4cc5c(cc4[N+](=O)[O-])OCO5)c(=O)n3c2c1 | 11.0%
Cc1cccc(C2C(C#N)=C(N)OC3=C2C(=O)CC(C)(C)C3)c1 (centres undefined) | 0.0%
C=CCc1ccccc1OCC(O)CN1CCN(Cc2ccc3c(c2)OCO3)CC1 (centres undefined) | 9.0%
COc1ccc(C(=O)Nc2ccc([N+](=O)[O-])cc2Br)cc1 | 3.0%
O=C1NC(=O)C(=Cc2cccc(OCc3ccc(Cl)cc3)c2)C(=O)N1 | 6.0%
COc1cc([N+](=O)[O-])ccc1NC(=O)COc1ccc(C)cc1 | 9.0%
O=c1nc(/C=C/c2ccccc2C(F)(F)F)cc(C(F)(F)F)[nH]1 | 7.0%

# 4 of the compounds above, field by field:
> C=CCc1ccccc1OCC(O)CN1CCN(Cc2ccc3c(c2)OCO3)CC1 (centres undefined)
- RNase H inhibition = 9.0%

> COc1ccc(C(=O)Nc2ccc([N+](=O)[O-])cc2Br)cc1
- RNase H inhibition = 3.0%

> O=C1NC(=O)C(=Cc2cccc(OCc3ccc(Cl)cc3)c2)C(=O)N1
- RNase H inhibition = 6.0%

> COc1cc([N+](=O)[O-])ccc1NC(=O)COc1ccc(C)cc1
- RNase H inhibition = 9.0%

# (further entries)
molecule | RNase H inhibition
Cc1ccc(/C=C2\C=C(c3ccc(Cl)cc3)OC2=O)cc1[N+](=O)[O-] | 27.0%
O=C(Oc1cccc(/C=C2/SC(=S)N(c3ccccc3)C2=O)c1)c1ccco1 | 4.0%
COC(=O)c1ccc(N2C(=O)CC(SC(=NCCc3ccccc3)Nc3ccccc3)C2=O)cc1 (centres undefined) | 3.0%
COc1ccc(-n2nc3cc(C)c(NC(=O)COc4ccccc4C)cc3n2)cc1 | 4.0%
Cc1ccc(N2C(=O)CC(N3CCN(c4cccc(Cl)c4)CC3)C2=O)cc1Cl (centres undefined) | 10.0%
COc1cc(C(=O)NCc2cccc3ccccc23)cc(OC)c1OC | 0.0%
COc1ccc(C(=O)NCCOc2ccccc2F)cc1OC | 3.0%
CCc1ccc(NC(=O)/C(C#N)=C\c2ccc(I)o2)cc1 | 6.0%
COC(=O)c1c(NC(=O)C(Cl)Cl)sc2c1CCCCCC2 | 13.0%
NC(=O)NC(c1ccccc1)c1coc2ccccc12 (centres undefined) | 2.0%
CN1CCN(C(=O)c2ccc(Cl)cc2[N+](=O)[O-])CC1 | 9.0%
O=S(=O)(c1cc(Cl)ccc1Cl)N1CCC(Cc2ccccc2)CC1 | 24.0%
CCSCCOC(=O)C1=C(C)NC2=C(C(=O)CC(c3cccs3)C2)C1c1ccsc1 (centres undefined) | 10.0%
COc1ccc(C2CC(c3ccc([N+](=O)[O-])cc3)=NN2C(=O)c2ccccc2)cc1OC (centres undefined) | 11.0%
O=C(Nc1nc2ccccc2[nH]1)C1CC1c1ccccc1 (centres undefined) | 4.0%
O=c1/c(=C/c2cccc(F)c2)sc2nc3ccccc3n12 | 7.0%
CCOc1cc(/C=N/n2cnnc2)ccc1O | 0.0%
CCOC(=O)C1=C(C)N=c2s/c(=C/c3ccc(C(C)C)cc3)c(=O)n2C1c1cccs1 (centres undefined) | 15.0%
CCC(CC)C(=O)Nc1ccc2c(c1)OCO2 | 12.0%
COc1cc2c(cc1NC(=O)c1ccc(OC)c([N+](=O)[O-])c1)oc1ccccc12 | 15.0%
COc1ccc(N2C(=O)/C(=C3/C(=O)N(C)c4ccccc43)SC2=S)cc1 | 4.0%
COc1ccc(C2CC(=O)C3=C(C2)Nc2ccccc2NC3c2cccc(O)c2)cc1 (centres undefined) | 27.0%
COc1ccc(CCNC(=O)COc2ccc(Br)cc2Cl)cc1OC | 53.0%*
NC(=O)C1(c2ccccc2)CCCN1C(=O)c1ccccc1Br (centres undefined) | 4.0%
COc1ccc(NS(=O)(=O)c2cc(-c3nnnn3C)ccc2OC)cc1 | 11.0%
COc1ccc(/C=C2/SC(=S)N(C3CCCCC3)C2=O)cc1Br | 8.0%
O=C(/C=C\c1ccccc1)Nc1ccc2nn(-c3ccccc3)nc2c1 | 1.0%
COc1cc2c(cc1OC)CN(c1ccc(C(=O)O)cc1)C(=O)C2 | 15.0%
O=C(Nc1ccc2oc(-c3ccc(Cl)c(Cl)c3)nc2c1)c1cc2ccccc2o1 | 46.0%
COC(=O)c1coc(-c2ccc(C)cc2)c1C(=O)OC | 11.0%
COc1ccc(/C=C/C(=O)NC(=S)Nc2ccccc2)cc1OC | 8.0%
Cc1cccc(C)c1OCC(O)CN1CC(C)OC(C)C1 (centres undefined) | 3.0%
COC(=O)C1=C(C)NC2=C(C(=O)c3ccccc32)C1c1cc2c(cc1Cl)OCO2 (centres undefined) | 3.0%
CCOc1ccc(C2NC(=O)NC(C)=C2C(=O)OC(C)C)cc1OC (centres undefined) | 2.0%
CCC1=CC(C)(CC)N(Cc2ccc([N+](=O)[O-])cc2)c2cc(C)ccc21 (centres undefined) | 19.0%
COc1ccc(C)cc1N(CC(=O)NCC1CCCO1)S(=O)(=O)c1ccccc1 (centres undefined) | 0.0%
CCC1=NN2C(=N)/C(=C/c3ccc(OC(=O)c4ccc(F)cc4)c(OC)c3)C(=O)N=C2S1 | 15.0%
Cc1ccc(OCC(=O)Nc2c(C)cccc2C(C)C)c(C(C)(C)C)c1 | 19.0%
O=S(=O)(Nc1cccnc1)c1ccc2ccccc2c1 | 13.0%
CC1=NN(c2ccc(Cl)c(C(=O)O)c2)C(=O)/C1=C\c1ccc(-c2cccc([N+](=O)[O-])c2)o1 | 18.0%
O=C(Nc1ccccc1Cl)c1cccc(NC(=O)c2ccccc2Cl)c1 | 13.0%
O=C(COc1ccccc1[N+](=O)[O-])Nc1ccc2oc(-c3cccnc3)nc2c1 | 0.0%
COc1ccc(N(CC(=O)Nc2ccc(Br)cc2)S(C)(=O)=O)cc1Cl | 4.0%
O=C(O)C1CCCCC1C(=O)NCCC(c1ccccc1)c1ccccc1 (centres undefined) | 0.0%
O=c1oc(-c2ccccc2Cl)nc2sc3c(c12)CCC3 | 25.0%
Cc1ccc(N2C(=O)/C(=C/c3cc(Br)ccc3O)C(=O)NC2=S)cc1 | 5.0%
O=C(CSc1nc2ccccc2o1)c1ccc(Cl)cc1Cl | 11.0%
O=C(COc1c(Br)cc(Br)cc1Br)N/N=C/c1cc(Br)c(O)c(Br)c1 | 11.0%
O=[N+]([O-])c1ccc(Cl)c(C=Nc2ccc(Cl)c([N+](=O)[O-])c2)c1 | 9.0%
CSC1=C(C#N)C(c2ccco2)CC(=O)N1 (centres undefined) | 1.0%
COc1ccc(NC(=O)c2ccc(S(=O)(=O)N3CCOCC3)cc2)c2ccccc12 | 11.0%
O=C(CSc1nc2ccccc2c(=O)[nH]1)N1CCOCC1 | 35.0%
O=[N+]([O-])c1cc([N+](=O)[O-])c(N2CCCCC2)cc1Cl | 12.0%
COc1cccc(C(=O)/C=C/c2ccccc2OC)c1 | 15.0%
O=C(CN1CCCCC1)Nc1nc2ccccc2s1 | 5.0%
CCOc1cc(/C=C2\C(=O)NC(=S)N(c3ccc(Cl)cc3)C2=O)cc(Br)c1OCC | 4.0%

# (continued)
molecule | RNase H inhibition
O=S(=O)(/N=C(/c1ccc(F)cc1)N1CCOCC1)c1ccccc1 | 4.0%
C/C(=N\N1CCN(C2c3ccccc3-c3ccccc32)CC1)c1ccc(O)cc1 | 29.0%
CCc1ccc(CNCc2ccccc2OC)cc1 | 0.0%
Cc1cc(C)c(C2N(c3ccccc3)CCN2c2ccccc2)c(C)c1 | 0.0%
CC(=O)c1sc(NC(=O)c2ccc3c(c2)OCO3)nc1C | 7.0%
O=S(=O)(c1ccc(F)cc1)N(Cc1ccccc1)Cc1ccccc1 | 3.0%
O=C1C2C3C=CC(O3)C2C(=O)N1c1ccccc1 (centres undefined) | 10.0%
CCc1ccc(N2CC(C(=O)Nc3ccc([N+](=O)[O-])cc3)CC2=O)cc1 (centres undefined) | 28.0%
CCOC(=O)C(C)Oc1ccc2c(C)cc(=O)oc2c1C(=O)c1ccccc1 (centres undefined) | 12.0%
CCOC(=O)C1=C(C)N=c2s/c(=C\c3ccc(OCc4ccccc4Cl)c(OCC)c3)c(=O)n2C1c1ccccc1Cl (centres undefined) | 7.0%
CCOc1ccc(C(=O)Nc2ccsc2C(=O)OC)cc1 | 0.0%
CCOC(=O)C1=C(C)N=c2s/c(=C\c3cc(Br)cc([N+](=O)[O-])c3O)c(=O)n2C1c1ccc(SC)cc1 (centres undefined) | 26.0%
COc1ccc(N2C(=O)c3ccccc3NC2c2ccc(OC)c(OC)c2)cc1 (centres undefined) | 16.0%
Cc1ccc(C(=O)/C=C/NCc2ccccc2)cc1 | 0.0%
CC(c1ccccc1)N1C(=O)c2cccc([N+](=O)[O-])c2C1=O (centres undefined) | 39.0%
Cc1ccc(C(=O)COC(=O)c2ccccc2)cc1 | 3.0%

# Single values from the entries so far:
# `COc1ccc(N2C(=O)c3ccccc3NC2c2ccc(OC)c(OC)c2)cc1` (centres undefined) | RNase H inhibition = 16.0%
# `CCOc1ccc(C(=O)Nc2ccsc2C(=O)OC)cc1` | RNase H inhibition = 0.0%
# `Cc1ccc(C(=O)COC(=O)c2ccccc2)cc1` | RNase H inhibition = 3.0%

# Remaining list, next part
molecule | RNase H inhibition
O=C1NC(=O)/C(=C\c2cccn2-c2ccc(I)cc2)S1 | 21.0%
COc1ccc(CCNC(=O)C2CC(=O)N(c3ccccc3)C2)cc1OC (centres undefined) | 17.0%
CCOC(=O)c1ccc(N2NC(=O)/C(=C/c3cccc(I)c3)C2=O)cc1 | 28.0%
O=C(Cc1cccc2ccccc12)N/N=C/c1ccc(Cl)c([N+](=O)[O-])c1 | 13.0%
Fc1ccc(-c2nnc(-c3ccco3)o2)cc1 | 2.0%
COc1ccc(N(CC(=O)NCc2ccccc2)S(=O)(=O)c2ccccc2)cc1Cl | 6.0%
COC(=O)c1ccc2c(c1)C1C=CCC1C(c1ccc(Br)cc1)N2 (centres undefined) | 32.0%
Cc1cc(=O)oc2cc(OCC(=O)c3ccc(Cl)cc3)c(Cl)cc12 | 15.0%

# Overlap with the part before: two compounds; new compounds follow.
molecule | RNase H inhibition
COC(=O)c1ccc2c(c1)C1C=CCC1C(c1ccc(Br)cc1)N2 (centres undefined) | 32.0%
Cc1cc(=O)oc2cc(OCC(=O)c3ccc(Cl)cc3)c(Cl)cc12 | 15.0%
CN(C)c1ccc(C(=O)N2CCN(c3ccc([N+](=O)[O-])cc3)CC2)cc1 | 16.0%
C/C(=C\C1=[N+](c2ccccc2)C(O)(c2ccccc2)CS1)Nc1ccc(C)cc1 (centres undefined) | 0.0%
C/C(=N\NC(=O)COc1ccc(Cl)cc1Cl)c1cccc([N+](=O)[O-])c1 | 5.0%
COc1cc(/C=N/NC(=O)c2ccccn2)cc(OC)c1O | 6.0%
O=C(c1ccc(C(=O)N2CCc3ccccc3C2)cc1)N1CCc2ccccc2C1 | 0.0%
CC1C(c2ccccc2)=[N+]([O-])C(C)(c2ccc(Cl)cc2)N1O (centres undefined) | 3.0%
CC1=C(C(=O)Nc2cccc(C)c2)C(c2ccc(O)cc2)NC(=S)N1 (centres undefined) | 2.0%
CC(C)c1ccc(/C=N/Nc2nncc(=O)[nH]2)cc1 | 13.0%
C=CCOC(=O)C1=C(C)N(C)C(=O)NC1c1ccc(Cl)c(Cl)c1 (centres undefined) | 4.0%
COc1ccc(CNc2cc([N+](=O)[O-])ccc2OC)c(OC)c1 | 41.0%
COc1ccc(N2C(=O)C(O)=C(C(=O)/C=C/c3ccccc3)C2c2ccc([N+](=O)[O-])cc2)cc1 (centres undefined) | 4.0%
O=C(Nc1ccc(F)cc1)Nc1cccc2cccnc12 | 17.0%
Cc1c(C(=O)NC(=S)Nc2ccc3oc(-c4ccccc4F)nc3c2)oc2ccccc12 | 5.0%
O=C1/C(=C/c2cccc(Oc3ccccc3)c2)SC(=S)N1/N=C/c1cc([N+](=O)[O-])ccc1O | 14.0%
CCc1ccc(C2C(C#N)=C(N)Oc3cc(N(C)C)ccc32)cc1 (centres undefined) | 13.0%
CCCc1[nH]nc2c1C(c1cccc(Cl)c1)C(C#N)=C(N)O2 (centres undefined) | 5.0%
O=C(O)CCCCCN1C(=O)C(=O)/C(=C(/O)c2ccc(Cl)cc2)C1c1cccc([N+](=O)[O-])c1 (centres undefined) | 4.0%
O=C(CSc1nc(-c2ccccc2)c(-c2ccccc2)o1)Nc1ccc([N+](=O)[O-])cc1 | 14.0%
Cc1ccc2nc(NC(=O)c3ccc(F)cc3)sc2c1 | 7.0%
O=C(Nc1cccc(NC(=S)NC(=O)c2ccccc2[N+](=O)[O-])c1)c1ccccc1Cl | 19.0%
Cc1ccc(SCC(=O)N2CCOCC2)cc1 | 9.0%
COC(=O)c1c(NC(=O)c2cc(-c3ccc(Cl)s3)nc3ccccc23)sc2c1CCC(C(C)(C)C)C2 (centres undefined) | 1.0%
CCOC(=O)CNC(=O)/C=C/c1ccc2c(c1)OCO2 | 6.0%
CC(C)c1ccccc1OCCCNC(C)(C)C | 14.0%
O=C(NC(c1ccc(Br)cc1)c1ccc2cccnc2c1O)c1ccccc1 (centres undefined) | 8.0%
OC(CNCC1COc2ccccc2O1)COc1ccccc1Cl (centres undefined) | 2.0%
CCCS(=O)(=O)c1c(S(=O)(=O)CCC)c2ccc(C(C)=O)cn2c1C(=O)c1ccc(Br)cc1 | 15.0%
O=C(Nc1ccc(OC(F)(F)F)cc1)c1cc2n(n1)C(C(F)(F)F)CC(c1cccs1)N2 (centres undefined) | 12.0%
Cc1cccc(C=Nc2ccc(Cc3ccc(N=Cc4cccc(C)c4)cc3)cc2)c1 | 20.0%
O=C(CSc1cc(Cl)ccc1Cl)Nc1cccc(C(F)(F)F)c1 | 9.0%
CC(=O)N1CCN(c2ccc(NC(=O)c3ccc([N+](=O)[O-])cc3Cl)cc2)CC1 | 12.0%
COC(=O)C1=C(C)NC2=C(C(=O)CC(c3ccc(Cl)cc3)C2)C1c1ccc(Cl)c(Cl)c1 (centres undefined) | 3.0%
Cc1cccc(C=Nc2ccc(N=Cc3cccc(C)c3)cc2)c1 | 11.0%

# Screening data deposited in PubChem BioAssay by MTDP.
